RXFP1 antag = RXFP1 (human) relaxin receptor antagonism; activity change, negative = inhibition, % at 57.5 µM; HEK293-RXFP1, relaxin-stimulated cAMP HTRF, 30 min; hits give low values; 0.59% of 350,000 active; Q9HBX9;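 active means activity change of -60% or lower, but not beyond a set lower limit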
Target sequence (Q9HBX9 whole entry, looked up): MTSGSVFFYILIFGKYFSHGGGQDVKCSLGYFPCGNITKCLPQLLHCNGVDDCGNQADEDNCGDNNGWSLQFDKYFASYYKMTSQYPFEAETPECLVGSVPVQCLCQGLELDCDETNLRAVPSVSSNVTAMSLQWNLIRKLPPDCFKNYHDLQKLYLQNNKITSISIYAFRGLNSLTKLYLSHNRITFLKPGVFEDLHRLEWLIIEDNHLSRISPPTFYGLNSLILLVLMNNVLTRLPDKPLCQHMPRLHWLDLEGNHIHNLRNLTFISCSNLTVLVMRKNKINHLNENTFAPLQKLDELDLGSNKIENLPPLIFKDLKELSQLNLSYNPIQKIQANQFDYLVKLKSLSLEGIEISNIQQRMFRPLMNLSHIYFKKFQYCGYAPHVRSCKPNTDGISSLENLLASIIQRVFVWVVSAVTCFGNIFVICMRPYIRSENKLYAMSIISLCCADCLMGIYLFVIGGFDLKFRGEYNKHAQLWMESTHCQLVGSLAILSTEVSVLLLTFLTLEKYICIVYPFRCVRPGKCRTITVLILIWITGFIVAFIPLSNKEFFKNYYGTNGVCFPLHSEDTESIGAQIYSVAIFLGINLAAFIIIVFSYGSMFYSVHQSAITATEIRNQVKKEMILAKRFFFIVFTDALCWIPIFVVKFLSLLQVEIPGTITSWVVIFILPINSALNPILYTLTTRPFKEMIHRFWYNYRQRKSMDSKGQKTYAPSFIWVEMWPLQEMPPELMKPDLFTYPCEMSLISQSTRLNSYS
RXFP1 agonist = RXFP1 (human) receptor agonism. HEK293T-RXFP1 cAMP TR-FRET, 30 min; response scale: percent of porcine relaxin response, buffer zero. Potency, µM (highest dose often 57.5 µM), inactives show at the highest dose activation, hits mostly activators. AID 2676. Q9HBX9. 0.3% of 370,000 active; active means well fitted activation curve with a large enough effect; further: potency means the concentration at half of the fitted maximal effect; nearly all actives have a fitted effect of over 60% in size; many of its hits are not listed in these tables
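Agonist response is measured as cAMP accumulation in an RXFP1-transfected HEK293T line under PDE4 inhibition. Values are scaled between buffer-only and 29 nM porcine relaxin, and EC50s come from standard Hill equation fits.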
* marks the source's active call; other numbers are inactive results. On the % scale 0 is the no-effect control and ±100 the full control effect. A portion of the library (hit frequency here may not be typical).

Screens in order: RXFP1 agonist | RXFP1 antag
> COC(=O)c1[nH]c2c(c1C)C(=O)CCC2
 : 0.0% | -0.4
> COC(=O)Cn1nc(-c2ccccc2)n(-c2ccccc2)c1=S
 : -0.7% | -2.1
> Cc1ccc(-c2csc(NC(=O)c3cccc([N+](=O)[O-])c3)n2)cc1
 : 0.1% | -2.0
> Cc1ccc(C)c(-n2c(CNC(=O)c3ccco3)nnc2SCC(=O)Nc2nccs2)c1
 : 3.9% | -1.3
> O=S(=O)(c1ccc(F)cc1)n1ccc(-c2cnc(-c3ccccc3)s2)n1
 : 0.2% | -4.5
> CCOC(=O)Nc1ccc(=O)n(Cc2c(Cl)cccc2Cl)c1
 : 4.3% | -10.5
> CN(C)c1nc(NCc2ccccc2)nc(N/N=C/c2ccc(Cl)cc2Cl)n1
 : 0.5% | 3.7
> C=CCN(CC=C)C(=O)C(=O)c1cc(C)n(-c2ccc([N+](=O)[O-])cc2)c1C
 : -1.4% | 1.8
> CCNc1nc(Oc2c(Cl)cccc2Cl)cc(C(F)(F)F)n1
 : 1.1% | -32.7
> Cc1nn(C)c(Oc2cccc(Cl)c2)c1C(=O)Nc1ccc(F)cc1
 : 0.0% | 7.1

(list continues)
Screens in order: RXFP1 agonist | RXFP1 antag
> CC(=O)NN1C(=O)c2ccc(Oc3cccc([N+](=O)[O-])c3)cc2C1=O
 : 0.3% | 4.7
> O=C(CN(C(=O)c1ccccc1Cl)C1CCCCC1)Nc1ccc(Cl)c([N+](=O)[O-])c1
 : 1.4% | -8.8
> CC1(C)c2ssc(=S)c2-c2ccccc2N1C(=O)CSC1=NCCS1
 : 0.4% | 41.9
> Cc1ccc2nc(/C(C#N)=C\c3ccc(OC(=O)c4cccs4)cc3)[nH]c2c1
 : 5.7% | -11.8
> Cc1cccn2c(/C=N/OCc3cccc(F)c3)c(-c3ccc(Cl)cc3)nc12
 : -0.4% | -0.1
> O=C(C(NS(=O)(=O)c1cccs1)c1ccccc1)N1CCN(c2ccccc2)CC1 (stereo not drawn)
 : 0.3% | -1.0
> Cc1cccc(-c2noc(-c3cc4ccccc4oc3=O)n2)c1
 : -1.4% | 2.4
> CC(C)(C)NC(=S)NCc1cccnc1
 : -1.1% | -4.7
> Cc1cccc(C(=O)Nc2nc(C)c(C(=O)Nc3ccc4c(c3)CCC4)s2)c1
 : 0.0% | -7.1
> Cc1ccc(C)c(NC(=O)Cn2nnc(C(=O)NCc3cccs3)c2N)c1
 : 1.2% | 2.6

(further entries)
Screens in order: RXFP1 agonist | RXFP1 antag
> CNc1oc(-c2ccc(Cl)cc2)nc1C#N
 : 9.0% | -2.2
> CSc1cccc(NC(=O)CSc2nc3ccccc3o2)c1
 : 0.1% | -18.1
> CCOC(=O)c1c(C)nc2c(c1-c1ccccc1)C(=O)CC(C)(C)C2
 : 0.0% | 12.6
> CCN(CC)C(=O)C(=O)N/N=C/c1cccc(Br)c1
 : -1.0% | -11.3
> COc1cnc(SCc2ccc(Cl)c(Cl)c2)nc1Cl
 : 2.7% | -7.1
> COc1cccc(C(=O)Oc2cc(N)n(S(=O)(=O)c3ccc(C)cc3)n2)c1OC
 : -0.1% | -15.7
> CCCOc1ccc(CSC(CC(=O)O)C(=O)O)cc1 (stereo not drawn)
 : 0.2% | 6.2
> O=C(c1ccc(COc2ccc(F)cc2)o1)n1cccn1
 : -1.5% | -5.0
> CCCC(=O)Nc1sc(C)c(-c2ccc(C(C)CC)cc2)c1C#N (stereo not drawn)
 : 1.9% | -2.2
> Cc1ccc(-c2nnc(SCC(=O)NNC(=O)COc3cccc(C)c3)n2C)cc1
 : 1.0% | 14.6

The results go on.
Screens in order: RXFP1 agonist | RXFP1 antag
> O=C(CSc1nc(-c2ccccc2)c(-c2ccccc2)o1)N1CCOCC1
 : 0.9% | -6.2
> CC(=O)N1c2ccc(S(=O)(=O)CCC(=O)O)cc2CC1C (stereo not drawn)
 : 0.0% | 4.2
> CC(C)OC(=O)c1nnn(-c2nonc2N)c1CN1CCc2ccccc2C1
 : 0.6% | -6.1
> Cc1c(NC(=O)C(C)N2C(=O)c3ccccc3C2=O)c(=O)n(-c2ccccc2)n1C (stereo not drawn)
 : 4.7% | 2.7
> C=CCn1c(CSCc2ccccc2)nnc1SCC(=O)NCc1ccccc1
 : -0.3% | 7.9
> Cc1cccc(C(=O)NC(=S)N2CCN(C)CC2)c1
 : 1.4% | 5.4
> Cc1ccc(Nc2ncccc2C(=O)NCc2cccs2)c(C)c1
 : -0.5% | -6.5
> Cn1c(-c2ccco2)nc2cc3ccccc3cc21
 : 4.4% | -12.4
> Cc1cccc2c1OCC/C2=N\NC(=O)COc1ccccc1
 : 0.7% | -8.8
> CC(=O)Nc1ccc(S(=O)(=O)Nc2cccc(C(=O)NC(C)(C)C)c2)cc1
 : 0.5% | -11.5

(cont.)
Screens in order: RXFP1 agonist | RXFP1 antag
> S=c1[nH]nc(C23CC4CC(CC(C4)C2)C3)n1Cc1ccco1
 : -2.8% | -22.3
> CSc1nc(C)c(CCOC(=O)c2cccc(Cl)c2)c(=O)[nH]1
 : -3.4% | -13.4
> COc1ccccc1-n1c(N)c(C(N)=O)sc1=S
 : 0.0% | -11.3
> CCC(C)COC(=O)c1ccc(C(=O)O)cc1 (stereo not drawn)
 : 0.3% | -4.5
> Cc1ccc2cn[nH]c2c1NC(=S)NC(=O)c1ccccc1
 : 1.8% | -4.0
> O=C1CC(c2ccccc2)N1c1ccccc1 (stereo not drawn)
 : 1.7% | -7.2
> COc1ccc2nc3oc(C(=O)NCc4cccs4)cc3cc2c1
 : 5.2% | -12.1
> c1ccc(CCSc2nccn2-c2ccccc2)cc1
 : 1.3% | -12.3
> O=c1[nH]ncc2c3ccccc3n(Cc3ccccc3)c12
 : 5.7% | 8.1
> Cc1cccc(C(=O)NC2CCN(C(=S)NCc3ccco3)CC2)c1
 : 1.1% | -3.4

(next part)
Screens in order: RXFP1 agonist | RXFP1 antag
> CCOC(=O)c1nn(-c2cccc(OC)c2)c(-c2ccccc2)c1C(=O)c1ccccc1
 : 0.0% | -10.9
> Cc1cc2ncn(/N=C/c3ccc([N+](=O)[O-])o3)c2cc1C
 : -1.0% | 2.6
> CC(C)c1ccc(C(CC(=O)c2ccc(Cl)cc2)C(=O)O)cc1 (stereo not drawn)
 : 0.8% | 4.7
> COc1cnc(-c2ccccn2)nc1Oc1ccc(Cl)c2ccccc12
 : 2.5% | -15.7
> COC(=O)C1=C(C)OC(N)=C(C#N)C1C1CCCCC1 (stereo not drawn)
 : -0.3% | 4.1
> Cc1onc(-c2ccccc2)c1C(=O)NC(CC(=O)O)c1ccc(OC(C)C)cc1 (stereo not drawn)
 : 2.1% | 4.6
> Cc1cc(-c2ccccc2)[nH]c(=O)c1S(=O)(=O)c1ccccc1
 : 3.2% | -10.8
> Cn1nc(C(F)(F)F)c(C(=O)Nc2ccc(F)cc2F)c1Sc1cccc(C(F)(F)F)c1
 : -0.3% | -10.0
> Cc1ccc(-c2ccc(=O)n(CC(=O)NCc3ccco3)n2)cc1
 : 0.6% | 7.5
> COC(=O)c1sccc1NC(=O)CSc1ccccc1NS(=O)(=O)c1ccc(Cl)cc1
 : -0.2% | 4.9

(further entries)
Screens in order: RXFP1 agonist | RXFP1 antag
> COc1ccc(S(=O)(=O)N2CCCN(Cc3cccc(F)c3)CC2)cc1
 : 2.5% | 0.6
> CCOc1ccc(C(=O)O)cc1OC
 : 0.3% | 8.6
> CC(C)(O)C#Cc1ccc(C(=O)NCc2cccs2)s1
 : 1.0% | -9.2
> Fc1ccc(Cn2c(SCc3ccc(F)c(C(F)(F)F)c3)nnc2C(F)(F)F)cc1
 : 0.8% | -8.7
> CCN1CCCC1Cn1cnc2c([nH]c3ccc(C)cc32)c1=O (stereo not drawn)
 : 1.9% | 1.5
> COCc1c(C(N)=O)nnn1-c1nonc1N
 : 0.8% | -11.5
> CCn1c(COc2ccc(=O)n(-c3ccccc3)n2)nnc1SCc1ccc(OC)cc1
 : 0.5% | -4.2
> COc1cccc(CNC(=O)Cn2cccc2)c1
 : 1.8% | 8.8
> CC1=C(CC(=O)c2ccccc2)C(=O)c2ccccc2C1=O
 : 5.4% | 8.3
> CCOc1cc(NC(=S)Nc2ccccc2)c(OCC)cc1NC(=O)c1ccc(OC)cc1
 : 2.9% | -10.0

Further compounds:
Screens in order: RXFP1 agonist | RXFP1 antag
> Cc1ccc(N(C(=O)Cn2nnc(-c3cccs3)n2)C(C(=O)NC2CCCC2)c2ccncc2)cc1 (stereo not drawn)
 : -0.1% | -27.2
> CCOC(=O)c1sc(NC(=O)c2cc(-c3ccccc3)nc3ccccc23)c(C#N)c1C
 : -1.6% | -6.6
> Cc1ccccc1C(=O)NC(C)c1ccc2c(c1)CCCC2 (stereo not drawn)
 : 0.9% | -13.4
> CC(NC(=O)Cn1cnc([N+](=O)[O-])n1)c1ccccc1 (stereo not drawn)
 : -0.4% | -2.7
> CCOC(=O)COc1c(OC)cc(Cl)cc1C1Nc2ccccc2C(=O)N1c1cccc(C)c1 (stereo not drawn)
 : 1.3% | 3.3
> CSc1cccc(NC(=O)Cn2cccc2)c1
 : 3.3% | -3.7
> O=C(Cc1csc(Nc2nc(=S)[nH]c3ccccc23)n1)NCc1cccc(Cl)c1
 : 7.7% | -5.0
> CCOC(=O)CNC(=O)CN1CCCN(S(=O)(=O)c2ccc(Br)s2)CC1
 : 0.3% | 3.5
> CSc1ccccc1-c1nnc(-c2ccc(C)cc2)o1
 : 4.4% | -10.4
> COc1cccc2c1OC[C@@H](CO)[C@H]2N(C)C(=O)Nc1ccccc1
 : 0.1% | 8.1

The list continues:
Screens in order: RXFP1 agonist | RXFP1 antag
> COc1ccccc1-n1c(CNC(=O)c2ccco2)nnc1SCC(=O)Nc1cc(C)ccc1C
 : 1.0% | 10.7
> COc1ccc(S(=O)(=O)N2CCN(Cc3c[nH]c4ccccc34)CC2)cc1
 : 1.1% | 3.7
> COC(=O)C1(O)CC(C(C)C)=NN1C(=O)c1ccc(Cl)cc1 (stereo not drawn)
 : 0.6% | 4.0
> N#C/C(=C\c1cn(CCOc2ccccc2)c2ccccc12)C(=O)NCc1ccco1
 : 3.7% | -1.6
> COC(=O)C1=C(C)N(Cc2ccc(C)cc2)C(=O)C1
 : 1.3% | -0.5
> Cc1nnc(SCc2ccc(Cl)cc2)n1CC1CCCO1 (stereo not drawn)
 : 1.0% | -1.0
> O=C(NNC(=O)c1cc2cc3ccccc3nc2s1)c1cccc(C(F)(F)F)c1
 : 1.9% | -21.9
> COc1ccc(CNC(=O)/C=C/c2ccc(OCCCF)cc2)cc1
 : -3.2% | -2.9
> CCc1ccc(C(CC(=O)c2ccc(Cl)cc2)C(=O)O)cc1 (stereo not drawn)
 : 4.5% | -6.3
> Cc1cccc(-c2noc(CCCC(=O)Nc3cccnc3)n2)c1
 : -1.9% | 6.6

Other records follow.
Screens in order: RXFP1 agonist | RXFP1 antag
> Cc1ccc(S(=O)(=O)n2ccc(-c3cccc(OCc4c(F)cccc4Cl)c3)n2)cc1
 : 0.4% | -8.6
> CCn1c2ccccc2c2cc(NC(=O)COc3ccc(OC)cc3)ccc21
 : 1.3% | 6.4
> CCN(CC)NC(=S)Nc1ccccc1
 : 1.2% | 7.2
> Cc1cccc(N(CC(=O)NC2CCCC2)C(=O)c2cc3cc4cccc(C)c4nc3s2)c1C
 : 0.7% | -20.2
> COc1ccc(-c2c(C#N)c(N)nc3c2CCc2ccccc2-3)cc1OC
 : 4.8% | -4.9
> CCN(CC)C(=O)CSC1c2ccccc2C(=O)N1c1ccccc1 (stereo not drawn)
 : -2.2% | 0.8
> Cn1nc(C(F)(F)F)c(/C=N/OC(=O)c2ccccc2Cl)c1SCc1ccc(Cl)cc1
 : 2.3% | 4.3
> Cc1ccc(OCC(=O)NNC(=O)c2cccnc2)cc1
 : 0.6% | -0.7
> Cc1ccc(SCC(=O)Nc2ccc(-c3nnc(-c4ccco4)o3)cc2)cc1
 : 1.0% | -8.2
> O=C(C1CCN(S(=O)(=O)c2cccc3nsnc23)CC1)N1CCn2c1nc1ccccc12
 : -1.6% | 4.6

3 entries already listed, ordered by their value in RXFP1 agonist, largest number first:
Screens in order: RXFP1 agonist | RXFP1 antag
> CCN(CC)NC(=S)Nc1ccccc1
 : 1.2% | 7.2
> Cc1ccc(OCC(=O)NNC(=O)c2cccnc2)cc1
 : 0.6% | -0.7
> Cc1ccc(S(=O)(=O)n2ccc(-c3cccc(OCc4c(F)cccc4Cl)c3)n2)cc1
 : 0.4% | -8.6

The listing continues:
Screens in order: RXFP1 agonist | RXFP1 antag
> Cc1cccc(-n2nnc(C(=O)NCc3ccco3)c2N)c1
 : 1.0% | 4.6
> CCOC(=O)c1sc(NC(=O)CCCCCN2C(=O)c3cccc4cccc(c34)C2=O)nc1C
 : -0.2% | 20.9
> CCc1ccc(-c2cc(C(F)(F)F)n3nc(C(=O)Nc4cnn(Cc5ccccc5C)c4)cc3n2)s1
 : 12.6% | 6.4
> Cc1ccc(S(=O)(=O)NNC(=O)c2cc3cc4ccccc4nc3s2)cc1
 : -0.1% | -17.7
> Cc1ccc(C)c(NC(NC(=O)c2cccnc2)C(Cl)(Cl)Cl)c1 (stereo not drawn)
 : 0.1% | 10.9
> CCN=C(Nc1cccc(F)c1)SC1CC(=O)N(c2ccc(OC)cc2)C1=O (stereo not drawn)
 : 1.8% | 0.7
> COc1ccc(C(=O)NC(=S)NNC(=O)CCc2ccccc2)cc1
 : -1.2% | 11.4
> O=C(NCc1ccccc1)c1ccc(Cl)cc1[N+](=O)[O-]
 : 0.4% | 8.5
> O=C(c1ccccc1)c1cnc(Nc2ccc(Cl)c(Cl)c2)s1
 : 1.8% | -4.9
> Cc1cc(-c2ccccc2)n(-c2ccc(C(=O)NC(C)C)cc2)n1
 : 0.0% | -1.6

Compound activity: PubChem, National Center for Advancing Translational Sciences (NCATS)
